Screens from PubChem.
KDM5B inhibitor – inhibitors of human KDM5B histone demethylase; Q9UGL1; KDM5B demethylase, FDH-coupled NADH fluorescence (FDH is formaldehyde dehydrogenase); Potency, µM (series often up to 57.7 µM), for the others: at the highest dose activity change, negative = inhibition, hits mostly inhibitors; 220,000 tested, 2.6% active; active = well fitted inhibition curve with a large enough effect; inconclusive = small, poorly fitted or top-dose-only effect; inactive = no such curve, though single readings can be large or run the other way; note: 0% is about no effect; nearly all actives have a fitted effect of over 70% in size
Target sequence (Q9UGL1 whole entry, looked up): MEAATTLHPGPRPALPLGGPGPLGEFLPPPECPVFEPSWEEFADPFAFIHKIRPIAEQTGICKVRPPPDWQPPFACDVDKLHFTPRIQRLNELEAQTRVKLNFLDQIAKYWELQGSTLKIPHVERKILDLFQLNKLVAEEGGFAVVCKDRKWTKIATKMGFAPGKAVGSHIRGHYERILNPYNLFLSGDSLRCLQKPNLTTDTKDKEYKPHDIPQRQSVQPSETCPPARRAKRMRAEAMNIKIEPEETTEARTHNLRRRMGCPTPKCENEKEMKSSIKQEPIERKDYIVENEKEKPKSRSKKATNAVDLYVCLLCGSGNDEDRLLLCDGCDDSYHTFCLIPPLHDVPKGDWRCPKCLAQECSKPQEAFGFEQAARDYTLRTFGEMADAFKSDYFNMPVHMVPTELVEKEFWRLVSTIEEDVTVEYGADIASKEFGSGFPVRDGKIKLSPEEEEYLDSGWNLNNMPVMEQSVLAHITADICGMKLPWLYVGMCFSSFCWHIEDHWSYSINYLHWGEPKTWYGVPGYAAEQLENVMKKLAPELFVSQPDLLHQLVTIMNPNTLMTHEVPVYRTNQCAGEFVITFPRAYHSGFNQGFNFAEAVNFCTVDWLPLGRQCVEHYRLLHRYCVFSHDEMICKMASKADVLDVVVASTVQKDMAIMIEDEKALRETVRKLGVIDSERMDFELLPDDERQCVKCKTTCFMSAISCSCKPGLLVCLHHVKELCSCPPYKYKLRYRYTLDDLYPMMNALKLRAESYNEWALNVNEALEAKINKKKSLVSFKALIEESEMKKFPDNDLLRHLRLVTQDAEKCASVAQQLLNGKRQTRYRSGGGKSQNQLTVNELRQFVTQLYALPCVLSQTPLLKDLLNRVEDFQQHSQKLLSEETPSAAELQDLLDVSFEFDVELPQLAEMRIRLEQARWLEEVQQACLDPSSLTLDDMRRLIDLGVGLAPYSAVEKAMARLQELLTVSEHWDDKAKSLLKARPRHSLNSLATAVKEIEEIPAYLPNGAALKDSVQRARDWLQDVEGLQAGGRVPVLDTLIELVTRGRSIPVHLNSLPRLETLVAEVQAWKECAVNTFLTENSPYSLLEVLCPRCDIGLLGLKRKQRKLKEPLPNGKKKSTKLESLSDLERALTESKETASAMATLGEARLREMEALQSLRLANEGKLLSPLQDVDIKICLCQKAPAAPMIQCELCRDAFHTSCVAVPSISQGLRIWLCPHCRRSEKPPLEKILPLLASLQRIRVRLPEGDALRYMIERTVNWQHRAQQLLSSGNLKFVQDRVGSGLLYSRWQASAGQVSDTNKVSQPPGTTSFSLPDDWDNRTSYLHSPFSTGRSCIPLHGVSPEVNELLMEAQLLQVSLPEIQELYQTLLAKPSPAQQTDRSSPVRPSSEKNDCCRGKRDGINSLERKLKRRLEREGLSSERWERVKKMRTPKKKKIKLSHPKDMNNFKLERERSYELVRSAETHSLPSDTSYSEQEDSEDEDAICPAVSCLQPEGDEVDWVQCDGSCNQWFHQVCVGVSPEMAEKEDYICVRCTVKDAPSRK
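Coupled FDH/NAD⁺ fluorescence readout. KDM5BΔAP 200 nM final; compound titration, 10 min RT preincubation; substrate mix 12.5 µM H3K4me3, 25 µM 2-OG, 50 µM Fe(II), 100 µM ascorbate, 0.25 mM NAD⁺, 0.25 U/mL FDH; ΔRFU over 30 min.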
Numbers without * were called inactive; ? = inconclusive; [ ] = remark or other dose. Potency is the fitted concentration of half-maximal effect. An excerpt; the hit share may differ from the screen's.

smiles | KDM5B inhibitor
CCCS(=O)(=O)N1[C@H]2CC[C@@H]1c1cnc(-c3ccc(F)cc3)nc1C2 | 29%
O=c1[nH]c(O)c(/C=C2/C=CC(c3cc(Cl)ccc3Cl)=N2)c(=O)[nH]1 | -26%
CC(=O)Nc1ccc2n(c1=O)C[C@H]1C[C@@H]2CN(C(=O)c2ccccn2)C1 | ?
N#Cc1cccnc1N1CC2CCC(C1)N2CC(F)(F)F | -14%[149 µM]
CN(C)Cc1ccccc1-c1ccc2n(c1=O)C[C@H]1C[C@@H]2CN(C(=O)c2cnccn2)C1 | ?
CCNC1CCCCC1 | -12%
O=C(CN1CCCC1=O)NCc1ccccc1C(F)(F)F | 16%
Fc1ccc(C2NCc3ccccc3-n3cccc32)cc1 (stereo not drawn) | 10%
COC(=O)c1ccc(NC(=O)N2[C@H]3CC[C@@H]2c2cnc(C)nc2C3)cc1 | -13%
O=C(Cc1c(F)cccc1Cl)N1[C@H]2CC[C@@H]1c1cnc(-c3ccccc3)nc1C2 | -4%
Cc1cccc2[nH]cc(C3=CCN(C(C)C(=O)NC4CC4)CC3)c12 (stereo not drawn) | ?
C=CCn1c(O)c(C(CC)=Nc2ccc(C(=O)O)cc2)c(=O)[nH]c1=O | ?
COc1ccc(-c2cc([C@H]3CN4CC[C@H]3C[C@@H]4CNS(=O)(=O)c3cccs3)n(C)n2)cc1 | 26%
O=S(=O)(F)CCS(=O)(=O)c1ccc(Cl)cc1 | 34%
N#Cc1ccc(NC(=O)CN2CCCCCC2)cc1Cl | 0%
COc1cccn(CC(=O)N2CCN(C)C3(CCNCC3)C2)c1=O | 13µM*
CC(C)C(=O)N1CC[C@@H]2COCCN(Cc3cccnc3)[C@@H]2C1 | 3%
CCOC(=O)c1ccc(NC(=O)c2cccn(Cc3ccc(C)cc3)c2=O)cc1 | -18%
COc1ccccc1NC(=O)N1C[C@@H]2C[C@H](C1)c1ccc(-c3ccccc3C)c(=O)n1C2 | ?
Cc1sc2c(c1C)C(c1ccc(F)cc1)=NCC(=O)N2CC(=O)Nc1cc(F)ccc1F | 0%
Clc1ccc(C2NCc3ccccc3-n3cccc32)cc1 (stereo not drawn) | -6%
COc1ccc2[nH]c(C)c(CCNCC(C)(C)C)c2c1 | ?
Cc1noc(C)c1CC(=O)N1[C@H]2CC[C@@H]1c1cnc(-c3ccc(F)cc3)nc1C2 | -9%
CC(C)c1nccc(CN2CCCC3(CNC(=O)O3)C2)n1 (stereo not drawn) | -9%

No new results follow: an excerpt of the list.
smiles | KDM5B inhibitor
CCNC1CCCCC1 | -12%
O=C(CN1CCCC1=O)NCc1ccccc1C(F)(F)F | 16%
Fc1ccc(C2NCc3ccccc3-n3cccc32)cc1 (stereo not drawn) | 10%
COC(=O)c1ccc(NC(=O)N2[C@H]3CC[C@@H]2c2cnc(C)nc2C3)cc1 | -13%
O=C(Cc1c(F)cccc1Cl)N1[C@H]2CC[C@@H]1c1cnc(-c3ccccc3)nc1C2 | -4%
Cc1cccc2[nH]cc(C3=CCN(C(C)C(=O)NC4CC4)CC3)c12 (stereo not drawn) | ?
C=CCn1c(O)c(C(CC)=Nc2ccc(C(=O)O)cc2)c(=O)[nH]c1=O | ?
COc1ccc(-c2cc([C@H]3CN4CC[C@H]3C[C@@H]4CNS(=O)(=O)c3cccs3)n(C)n2)cc1 | 26%
O=S(=O)(F)CCS(=O)(=O)c1ccc(Cl)cc1 | 34%
N#Cc1ccc(NC(=O)CN2CCCCCC2)cc1Cl | 0%
COc1cccn(CC(=O)N2CCN(C)C3(CCNCC3)C2)c1=O | 13µM*
CC(C)C(=O)N1CC[C@@H]2COCCN(Cc3cccnc3)[C@@H]2C1 | 3%
CCOC(=O)c1ccc(NC(=O)c2cccn(Cc3ccc(C)cc3)c2=O)cc1 | -18%
COc1ccccc1NC(=O)N1C[C@@H]2C[C@H](C1)c1ccc(-c3ccccc3C)c(=O)n1C2 | ?
Cc1sc2c(c1C)C(c1ccc(F)cc1)=NCC(=O)N2CC(=O)Nc1cc(F)ccc1F | 0%
Clc1ccc(C2NCc3ccccc3-n3cccc32)cc1 (stereo not drawn) | -6%

Continuation.
smiles | KDM5B inhibitor
CCCN1CC2ON=C(C(=O)O)C2C1 (stereo not drawn) | ?
Cc1ccccc1OCC(=O)N1CCN(Cc2ccc(=O)n(C)c2)CC1 | ?
Cn1cnc(S(=O)(=O)N2[C@H]3CC[C@@H]2c2cnc(-c4ccc(F)cc4)nc2C3)c1 | 27%
COc1cc(/C=C2/C(=O)NC(=O)N(c3ccc(C)cc3)C2=O)cc(OC)c1OC | -8%
CN1CCN2C(=O)N(c3ccccc3)C[C@H]2C1 | 26%[115 µM]
CSCC(=O)N1C[C@@H]2C[C@H](C1)c1ccc(-c3ccccc3CN(C)C)c(=O)n1C2 | 32µM*
O=C(CCc1c[nH]c2ccccc12)N1[C@H]2CC[C@@H]1c1cnc(-c3ccccc3)nc1C2 | -16%
Clc1ccc(N2CC2c2ccncc2)cc1 (stereo not drawn) | ?
O=c1cccc2n1C[C@H]1C[C@@H]2CN(C[C@H]2CN3CC[C@H]2C[C@@H]3CNS(=O)(=O)c2cccs2)C1 | -23%
Cc1ccc2c(CCN)c(C)[nH]c2c1C | ?
Cc1ccc(C(=O)N2CCC3(CC2)c2nccn2-c2ccccc2CN3C)c(C)c1 | 14%
CCCS(=O)(=O)N1CC(COC)C2(CCNCC2)C1 (stereo not drawn) | -29%
CCCNC(=O)OC[C@H]1C[C@@H]2CCN1C[C@@H]2c1cc(-c2ccc(F)cc2)nc(C)n1 | -2%[86.2 µM]
O=C1NC2(CCN(Cc3ccncc3)C2)Oc2ccccc21 (stereo not drawn) | 10%[86.2 µM]
CC[C@H]1CN2CC[C@H]1C[C@@H]2COC(=O)Nc1cccc2ccccc12 | 32µM*
COc1cccc(NC(=O)Cn2cc(C(=O)c3ccccc3)c3ccccc32)c1 | ?
c1cnc2nc(C3CCCNC3)[nH]c2c1 (stereo not drawn) | -19%[115 µM]
COc1ccc(Cl)cc1NC(=O)c1sc2nc3c(cc2c1N)N1CCC3CC1 | ?
COc1cc2c(cc1-c1cccnc1OC)NC(=O)C21CCN(C(C)=O)CC1 | -9%[86.2 µM]
CCCCNC(=O)NC(=O)CCl | 18%
CC[C@H]1CN2CC[C@H]1C[C@@H]2CNC(=O)c1cccc(F)c1 | 19%[115 µM]
C[N+](C)(C)CC(F)([N+](=O)[O-])[N+](=O)[O-] | -3%
Nc1cccc(-c2cn(C[C@H]3CC4CCN3C[C@@H]4C(=O)NC3CC3)nn2)c1 (stereo partly drawn) | -30%[86.2 µM]
Cc1cccn2c(CC(=O)N3CCN(C)[C@@H]4CS(=O)(=O)C[C@@H]43)cnc12 | 28µM*

CN(Cc1ccccc1)C[C@H]1CN2CC[C@H]1C[C@@H]2CNC(=O)Nc1ccccc1
  KDM5B inhibitor: -5%[86.2 µM]

Cc1ccc(NC(=O)CN2C(=O)CN=C(c3ccc(F)cc3)c3c2sc(C)c3C)cc1
  KDM5B inhibitor: 3%

COc1ccc(-n2c(/C=C\c3ccccc3F)nc3ccccc3c2=O)cc1OC
  KDM5B inhibitor: 0%

Cc1nc(-c2cccs2)cc([C@H]2CN3CC[C@H]2C[C@@H]3CNS(=O)(=O)c2ccccc2)n1
  KDM5B inhibitor: 5%

CCOc1ccccc1CNCCc1ccccc1
  KDM5B inhibitor: 14%

Cn1cc(/C=C/c2nc3ccccc3c(=O)n2-c2ccccc2)c2ccccc21
  KDM5B inhibitor: -20%

COc1cc2c(cc1OCc1ccccc1)N(C(=O)c1ccncc1)CC21CCN(C)CC1
  KDM5B inhibitor: -3%

Cc1ccc(Cn2cccc(C(=O)Nc3nnc(C)s3)c2=O)cc1
  KDM5B inhibitor: ?

CC(OC(=O)c1cn(C)c2ccccc12)C(=O)NC(C)(C)C (stereo not drawn)
  KDM5B inhibitor: 2%

Cn1nc(C2CCCC2)cc1[C@H]1CN2CC[C@H]1C[C@@H]2CNC(=O)c1ccc2c(c1)OCO2
  KDM5B inhibitor: -25%

COc1cccc(CC(=O)N2CCN(CCC(=O)NC(N)=O)CC2)c1
  KDM5B inhibitor: -8%

Cc1cccc(-c2nn3c(=O)cc(CN4CCN(C(=O)COc5ccccc5C)CC4)nc3s2)c1
  KDM5B inhibitor: 0%

CN1CCN(C(=O)Cc2ccc(Cl)cc2Cl)CC1
  KDM5B inhibitor: 20%

COCC1CN(C)CC12CCN(Cc1cccc(OC)n1)CC2 (stereo not drawn)
  KDM5B inhibitor: -22%

O=C(C1CCCCC1)N1C[C@@H]2C[C@H](C1)c1c(-c3cccs3)ccc(=O)n1C2
  KDM5B inhibitor: -1%[86.2 µM]

O=C1Nc2ccccc2CC12CCN2Cc1ccncc1 (stereo not drawn)
  KDM5B inhibitor: 8%[86.2 µM]

COc1cc2c(cc1OC)C(c1c(O)n(CCc3ccccc3)c(=S)[nH]c1=O)NCC2 (stereo not drawn)
  KDM5B inhibitor: 42%[activator]

O=C(c1sc2cc(F)ccc2c1Cl)N1CCC2(CC1)OCCO2
  KDM5B inhibitor: 3%

CC(=O)Nc1ccc(S(=O)(=O)NC[C@H]2C[C@@H]3CCN2C[C@@H]3c2cc(C3CCCC3)nn2C)cc1
  KDM5B inhibitor: 8%

COc1ccc(OC)c(C(c2c(O)c3ccccc3oc2=O)c2c(C)n(C)n(-c3ccccc3)c2=O)c1 (stereo not drawn)
  KDM5B inhibitor: -3%

COc1ccccc1N1CCN(C[C@H]2CN3CC[C@H]2C[C@@H]3CNC(=O)Nc2ccsc2)CC1
  KDM5B inhibitor: -7%

Cc1cnc(C2CCC2)n1C1CCNCC1
  KDM5B inhibitor: -25%

Cc1ccc(C(=O)N2CCC3(CC2)c2nccn2-c2ccccc2CN3C)s1
  KDM5B inhibitor: ?

CN(C)C(=O)N1CCC2(CC1)NCc1ccccc1-n1ccnc12
  KDM5B inhibitor: -21%

CCC(=O)N1CCC2(CC1)c1nccn1-c1ccccc1CN2CC(C)C
  KDM5B inhibitor: -19%

C=C[C@H]1CN2CC[C@H]1C[C@@H]2CNC(=O)c1ccco1
  KDM5B inhibitor: 2%[115 µM]

O=C1CN(C(=O)c2cn(Cc3ccccc3)c3ccccc23)CCN1
  KDM5B inhibitor: 20%

O=C1Nc2ccccc2CNC12CCN(Cc1ccccn1)CC2
  KDM5B inhibitor: -17%[149 µM]

Cc1nc(-c2ccccc2)cc([C@H]2CN3CC[C@H]2C[C@@H]3CNC(=O)c2cccs2)n1
  KDM5B inhibitor: -28%[86.2 µM]

CCC(CC)COC(=O)C1=C(C)N[C@]2(C)C[C@H]1c1ccccc1O2
  KDM5B inhibitor: -5%

CCc1ccc(-n2nc(C)c3c2NC(=O)CSC3c2ccccc2C)cc1 (stereo not drawn)
  KDM5B inhibitor: -19%

CCC(=NCCc1ccccc1)c1c(O)n(C)c(=O)n(C)c1=O
  KDM5B inhibitor: -1%

CCOc1cc2c(cc1OCC)-n1cccc1C(c1ccc(OC)c(OC)c1)NC2 (stereo not drawn)
  KDM5B inhibitor: 5%

C=C[C@H]1CN2CC[C@H]1C[C@@H]2CNCc1ccc2c(c1)OCO2
  KDM5B inhibitor: 47%[activator][86.2 µM]

CCSc1nnc(NC(=O)c2cccn(Cc3ccc(Cl)cc3)c2=O)s1
  KDM5B inhibitor: 16%

COc1ccc2c(c1)C1(CCN(C(=O)c3ccc(C)c(F)c3)C1)C(=O)N2C (stereo not drawn)
  KDM5B inhibitor: -3%

CC(C)NC(=O)NC(=O)C(C)Cl (stereo not drawn)
  KDM5B inhibitor: -9%

COc1ccc(OC)c(-n2c(O)c(C=Nc3c(C)n(C)n(-c4ccccc4)c3=O)c(=O)[nH]c2=S)c1
  KDM5B inhibitor: -16%

Cc1cc(C)cc(NC(=O)CN2C(=O)CN=C(c3ccccc3)c3cc(Cl)ccc32)c1
  KDM5B inhibitor: -12%

COc1cc2c(cc1OCCN(C)C)NC(=O)C21CCN(Cc2ccccc2)CC1
  KDM5B inhibitor: -26%[86.2 µM]

CCCC(=O)c1cn(Cc2ccc(C#N)cc2)c2ccccc12
  KDM5B inhibitor: -14%

Cc1ccc(Cn2nc(C)c(C(=O)NCc3cc(Cl)c4c(c3)OCCCO4)c2Cl)cc1
  KDM5B inhibitor: -4%

COc1ccc(CNCCc2cccc(F)c2)cc1
  KDM5B inhibitor: ?

CCN(CC)C(=O)c1ccc(NC(=O)CSc2ccc3ccccc3n2)cc1
  KDM5B inhibitor: 0%

Cc1cc(C(=O)OCC(=O)Nc2ccccc2F)c(C)n1C1CC1
  KDM5B inhibitor: 14%

Taken from above:
Value of Cc1cc(C)cc(NC(=O)CN2C(=O)CN=C(c3ccccc3)c3cc(Cl)ccc32)c1 under KDM5B inhibitor: -12%
Value of COc1ccc2c(c1)C1(CCN(C(=O)c3ccc(C)c(F)c3)C1)C(=O)N2C (stereo not drawn) under KDM5B inhibitor: -3%

(list continues)
Brc1ccc(-c2ccc(CNC3CN4CCC3CC4)o2)cc1 (stereo not drawn)
  KDM5B inhibitor: 7%

N#CC1(c2ccccc2)CCN(C(=O)[C@H]2CCC[C@@H](O)C2)CC1
  KDM5B inhibitor: -9%

COc1cc2c(cc1OC1CCCC1)NC(=O)C21CCN(C(=O)Cc2ccccc2)CC1
  KDM5B inhibitor: -12%[86.2 µM]

OC(CN(Cc1ccccc1)Cc1ccccc1)c1ccc2cc[nH]c2c1 (stereo not drawn)
  KDM5B inhibitor: 39%[activator]

CSc1ccc(CN2CCN(C(=O)COc3cccc(C)c3)CC2)cc1
  KDM5B inhibitor: ?

Cc1cc(C)n2nc(C(=O)Nc3ccc(Cl)cc3C(=O)c3ccccc3F)nc2n1
  KDM5B inhibitor: 0%

CN(C)c1ccc(/C=C/C=C/c2sc3ccccc3[n+]2C)cc1
  KDM5B inhibitor: 14%

CC(C)(O)c1cn(C[C@H]2CC3CCN2C[C@@H]3C(=O)Nc2nccs2)nn1 (stereo partly drawn)
  KDM5B inhibitor: 25%[86.2 µM]
